# ssDAF-12 act – S. stercoralis DAF-12 activation, primary screen. HEK293 ssDAF-12/GRIP1 lit1-tk-luc reporter, luminescence; % of 3 µM dafachronic acid response. activation, % at 6.8 µM. 1% of 370,000 active;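 active means activation above the mean over all tested compounds plus 3 SD, cut at about 0.9% in these data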;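 further: 0% = DMSO-only wells and 100% = 3 µM delta7-dafachronic acid wells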
# SMARCA2 act – SMARCA2 function activation, primary screen | AID 652017 | MG213 cells, MMTV-luciferase reporter, dexamethasone, overnight | 1% of 370,000 active | activation, % at 9.1 µM; in the data active means activation above about 7.8%;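 further: 0% = vehicle wells and 100% = reference activator wells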
# FXN GAA850 act – frataxin GAA850 promoter activation; HEK293 lucGAA850 FXN promoter luciferase reporter, 24 h; percent of 10 µM SAHA response; activation, % at 6 µM; 0.56% of 360,000 active; AID 540364;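 active means activation above the average of all compounds screened plus 3 SD, cutoff fixed separately per campaign, cut at about 7.5% in these data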;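 further: 0% = DMSO wells and 100% = 10 µM SAHA wells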
# DAX1 inh-1 – DAX1 (NR0B1) inhibition, primary screen; 1.1% of 370,000 active; AID 652010; inhibition, % at 6.8 µM; HEK293T StAR-luciferase reporter, SF-1/DAX-1 repression relief;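 active means inhibition above the mean over all tested compounds plus 3 SD, cut at about 3.6% in these data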;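 further: 0% = DAX-1 cells with DMSO and 100% = cells lacking DAX-1 with DMSO; higher inhibition means more luminescence from relief of DAX-1 repression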
# hgDAF-12 ag – hgDAF-12 agonism, primary luciferase screen. activation, % at 6.8 µM. 1.8% of 370,000 active. AID 687014. HEK293 GAL4-hgDAF12 UAS-luciferase reporter, agonist luminescence; normalized to butyrate control;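 active means activation above a cutoff set at the mean of all screened compounds plus 3 SD, cut at about 10% in these data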;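 further: 0% = DMSO wells and 100% = sodium butyrate wells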
# GC-A act – GC-A (human) enzyme activation. AID 1671463. 0.14% of 370,000 active. P16066. HEK293 GC-A cells, cGMP TR-FRET, EC30 ANP; 0% at EC30 ANP, 100% saturating ANP. activation, % at 10 µM; in the data active means activation above about 40%
# Target sequence (P16066 whole entry, looked up): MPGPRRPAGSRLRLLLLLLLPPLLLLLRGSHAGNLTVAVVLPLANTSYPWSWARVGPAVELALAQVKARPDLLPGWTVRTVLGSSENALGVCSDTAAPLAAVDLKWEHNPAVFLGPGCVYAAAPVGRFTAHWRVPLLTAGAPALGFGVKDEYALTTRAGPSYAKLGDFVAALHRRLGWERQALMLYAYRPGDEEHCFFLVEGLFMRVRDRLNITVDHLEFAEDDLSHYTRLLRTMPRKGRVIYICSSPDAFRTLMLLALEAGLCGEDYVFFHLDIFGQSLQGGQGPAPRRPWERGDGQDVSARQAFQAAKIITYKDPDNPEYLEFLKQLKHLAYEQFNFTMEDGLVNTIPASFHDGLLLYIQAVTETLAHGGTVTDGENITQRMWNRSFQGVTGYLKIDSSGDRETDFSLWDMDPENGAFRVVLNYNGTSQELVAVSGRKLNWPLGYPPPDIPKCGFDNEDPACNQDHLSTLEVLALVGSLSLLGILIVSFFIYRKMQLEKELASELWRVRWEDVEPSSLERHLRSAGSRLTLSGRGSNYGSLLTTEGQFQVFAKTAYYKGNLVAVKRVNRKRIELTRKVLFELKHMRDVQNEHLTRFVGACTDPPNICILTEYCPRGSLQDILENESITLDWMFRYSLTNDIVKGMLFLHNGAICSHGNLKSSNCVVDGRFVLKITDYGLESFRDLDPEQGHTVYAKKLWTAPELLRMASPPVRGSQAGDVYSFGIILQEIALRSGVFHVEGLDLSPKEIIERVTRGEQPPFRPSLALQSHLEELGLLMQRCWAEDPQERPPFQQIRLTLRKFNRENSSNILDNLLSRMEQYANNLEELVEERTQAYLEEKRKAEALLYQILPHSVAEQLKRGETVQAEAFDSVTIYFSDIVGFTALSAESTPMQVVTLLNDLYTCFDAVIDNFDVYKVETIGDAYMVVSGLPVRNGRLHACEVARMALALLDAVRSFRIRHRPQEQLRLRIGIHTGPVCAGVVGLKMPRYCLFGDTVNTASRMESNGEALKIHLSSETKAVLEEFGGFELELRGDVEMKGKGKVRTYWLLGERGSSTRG
# ADAM17 inh – inhibitors of human ADAM17; recombinant ADAM17, EDANS/DABCYL FRET peptide cleavage; 0.83% of 370,000 active; P78536; inhibition, % at 6.95 µM;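 active means inhibition above the mean of compounds lying between control limits plus 3 SD, set per campaign, cut at about 8.5% in these data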;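 further: 0% = DMSO-only wells as the low control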
# hcDAF12 agonist – activates DAF-12 receptor from parasite H. contortus | 1.4% of 370,000 active | HEK293 hcDAF-12 lit1-tk-luc reporter, luminescence; 0% DMSO, 100% Δ7-dafachronic acid | AID 652067 | activation, % at 6.8 µM;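 active means activation above the mean of all tested compounds plus 3 SD, cut at about 5.5% in these data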;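 further: 100% = response to 3 µM Δ7-dafachronic acid high control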
# PG9 Ab binder – binds the HIV-1 gp120 antibody PG9; TR-FRET gp120-PG9 antibody binding; inhibition, % at 6.7 µM; 0.43% of 360,000 active; AID 624416; in the data active means inhibition above about 8.5%
# DAX1 inh-2 – NR0B1 (DAX1) inhibition. P51843. HEK293 Gal4-DAX1 luciferase reporter, luminescence. inhibition, % at 6.75 µM. 0.99% of 340,000 active. AID 504766;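 active means inhibition above the mean over all tested compounds plus 3 SD, cut at about 4.2% in these data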;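 further: 0% = DAX1-transfected cells with DMSO and 100% = empty-vector control cells with DMSO; inhibition shows as a rise in luminescence from relieved DAX1 repression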
# ADAM10 inh – ADAM10 inhibition, QFRET primary screen | O14672 | recombinant ADAM10, EDANS/DABCYL FRET peptide cleavage, 3 h | inhibition, % at 7 µM | 0.62% of 370,000 active | AID 720582;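 active means inhibition above a per-campaign cutoff equal to the mean of compounds falling between control-based bounds plus 3 SD, cut at about 20% in these data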;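 further: 0% = DMSO wells while the 100% control is not disclosed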
# * = called active by the depositor; i = inactive; . = no result given.
no.	SMILES	ssDAF-12 act	SMARCA2 act	FXN GAA850 act	DAX1 inh-1	hgDAF-12 ag	GC-A act
1	O=P(Nc1ccccc1Cl)(c1ccccc1)c1nc2c(s1)CCCC2 (configuration not stated)	-1.1	6	-1.7	-0.4	2.4	-12
2	N#CC1c2ccccc2-n2nncc2CN1Cc1cc(Cl)cc(Cl)c1 (configuration not stated)	-3.0	-14	-14	-11	-18	-18
3	Cc1cccc(-n2c(C)nc3ccccc3c2=O)n1	-0.8	1	-1.0	-0.4	2.5	-3
4	ClCCN(CCCl)c1ccc(C=Cc2ccncn2)cc1	-1.0	1	3.7	0.4	5.5	-1
5	CCCCn1c(O)c(C(CC)=NCCN2CCOCC2)c(=O)[nH]c1=O	-1.8	-4	-0.1	-0.2	-1.7	1
6	O=c1[nH]c(=O)n(Cc2ccco2)c(O)c1C=NCCN1CCNCC1	-0.9	-1	-2.2	-0.3	0.2	2
7	COc1ccc(OC)c(N=Cc2c(O)n(Cc3ccccc3)c(=S)[nH]c2=O)c1	-1.3	-6	1.6	1.1	-1.4	3
8	CCN(CC)P(=O)(c1nccn1C)N(CC)CC	-0.9	-3	1.0	1.0	4.9	2
9	O=C1NC(=S)NC(=O)C1Cc1ccccc1	-0.5	-4	2.3	-1.2	-0.1	-3
10	CCOC(=O)[C@]12Cc3c(cc(OC)c(OC)c3OC)[C@H]1N(C)C(=O)c1ccccc12	-1.4	2	.	1.6	-2.2	-9
11	CC(C)c1ccc(N2C(=O)CC(=O)NC2=O)cc1	-0.7	0	0.6	0.0	1.2	1
12	CCN(CC)C(=O)c1ccc(NC(=S)NC(=O)CCc2ccccc2)cc1	-1.7	1	2.6	-1.6	-4.2	-5
13	Nc1nc(SCCC(F)=C(F)F)n[nH]1	-0.3	-1	1.5	0.5	0.1	1
14	O=C(Nc1cccc(Cl)c1)OC1CN2CCC1CC2 (configuration not stated)	-1.9	-8	-1.5	-0.3	3.0	-4
15	Clc1ccc(OCC#CCN2CCCCCC2)cc1	-0.1	5	3.4	0.9	3.9	6

no.	ADAM17 inh	hcDAF12 agonist	PG9 Ab binder	DAX1 inh-2	ADAM10 inh
1	1	-0.3	0.1	1.4	3
2	0	-4.9	1.3	-6.1	2
3	-2	-1.4	-0.6	-1.0	11
4	-2	0.4	1.3	.	-26
5	-6	-0.3	2.1	0.0	-10
6	-2	1.5	1.0	0.8	-4
7	0	-0.8	-1.3	0.0	5
8	-2	-0.1	-0.6	1.4	5
9	2	-0.2	0.8	-0.4	-2
10	-2	-1.5	-0.2	.	-1
11	-7	-1.5	-0.4	-0.5	-5
12	0	-2.3	-4.6	0.0	0
13	-3	-1.0	-0.2	-2.0	-3
14	8	-0.7	1.8	2.5	14
15	-3	1.2	0.8	2.9	-10

# Looked up above:
# Entry of `O=C1NC(=S)NC(=O)C1Cc1ccccc1` under GC-A act: -3
# Entry of `CC(C)c1ccc(N2C(=O)CC(=O)NC2=O)cc1` under DAX1 inh-1: 0.0
# Entry of `N#CC1c2ccccc2-n2nncc2CN1Cc1cc(Cl)cc(Cl)c1` (configuration not stated) under SMARCA2 act: -14
# Entry of `O=C(Nc1cccc(Cl)c1)OC1CN2CCC1CC2` (configuration not stated) under ADAM10 inh: 14
# Entry of `O=P(Nc1ccccc1Cl)(c1ccccc1)c1nc2c(s1)CCCC2` (configuration not stated) under DAX1 inh-1: -0.4
# Entry of `O=c1[nH]c(=O)n(Cc2ccco2)c(O)c1C=NCCN1CCNCC1` under ssDAF-12 act: -0.9

# One compound at a time, as listed above. Screens in order: ssDAF-12 act | SMARCA2 act | FXN GAA850 act | DAX1 inh-1 | hgDAF-12 ag | GC-A act | ADAM17 inh | hcDAF12 agonist | PG9 Ab binder | DAX1 inh-2 | ADAM10 inh
# Entry for `O=c1[nH]c(=O)n(Cc2ccco2)c(O)c1C=NCCN1CCNCC1` = -0.9 | -1 | -2.2 | -0.3 | 0.2 | 2 | -2 | 1.5 | 1.0 | 0.8 | -4
# Entry for `O=C(Nc1cccc(Cl)c1)OC1CN2CCC1CC2` (configuration not stated) = -1.9 | -8 | -1.5 | -0.3 | 3.0 | -4 | 8 | -0.7 | 1.8 | 2.5 | 14

# More entries
no.	SMILES	ssDAF-12 act	SMARCA2 act	FXN GAA850 act	DAX1 inh-1	hgDAF-12 ag	GC-A act
16	CC(ON1CC1(C(F)(F)F)C(F)(F)F)(C(N)=O)C(N)=O (configuration not stated)	-1.1	-1	0.3	0.0	-2.4	2
17	O=C1NCN(c2ccccc2)C12CCN(C(c1cc3ccccc3o1)c1nnnn1C1CCCC1)CC2 (configuration not stated)	-1.2	1	.	0.2	1.7	7
18	COC(=O)C1=Nc2ccccc2/C1=C\c1c(O)n(-c2ccc(OC)cc2)c(=O)[nH]c1=O	-1.1	0	0.1	-0.3	-0.5	-1
19	COC(=O)C1=C(c2ccc(OC(F)(F)F)cc2)C[C@@H]2CC[C@H]1N2C(=O)NCCO	-1.5	2	-0.4	-0.7	2.6	2
20	CCc1cccc(CC)c1N(COC)C(=O)CCl	-1.3	-1	-5.5	-0.5	0.2	-1
21	COc1cccc(CCNCc2cccc(C(F)(F)F)c2)c1	-0.8	-1	0.2	0.8	3.2	-2
22	CCN(CCNc1ccc([N+](=O)[O-])c2cccnc12)S(=O)(=O)c1ccc(Cl)cc1	-1.7	-3	2.0	0.2	-2.6	-7
23	C[C@H]1CCCC(=O)CCC/C=C/c2cc(O)cc(O)c2C(=O)O1	-2.3	-7	-2.6	-1.2	-7.0	0
24	C1=NCCc2c1[nH]c1ccccc21	-0.5	7	7.5	-0.7	-4.9	-1
25	CCC1CN2CCc3cc(OC)c(OC)cc3C2CC1CC1NCCc2c1[nH]c1ccc(O)cc21 (configuration not stated)	-2.5	-11	-15	-7.1	-17	-6
26	CC(C)C[C@H](NC(=O)[C@@H]1CCCN1C(=O)[C@@H](N)Cc1ccc(O)cc1)C(=O)NCC(N)=O	-0.8	3	3.6	0.4	-0.5	3
27	CN1CCN(C(=O)Cc2ccccc2)CC1	-0.6	-1	1.2	0.1	2.7	0
28	CCN1C(=O)NC(=O)C2(CCCC2)C1=O	-1.5	-2	1.2	-1.4	-1.3	2
29	Cc1cc(OCC(=O)N2CCC(C(=O)O)CC2)c2c3c(c(=O)oc2c1)CCC3	-0.9	0	0.3	-0.1	-1.5	3
30	CC1(C)CN=C(NCc2ccccc2Cl)S1	-1.9	1	4.4	1.3	1.1	-1

no.	ADAM17 inh	hcDAF12 agonist	PG9 Ab binder	DAX1 inh-2	ADAM10 inh
16	-4	1.1	0.0	0.6	-8
17	2	-0.8	-0.5	.	-17
18	-8	1.6	-0.1	-0.7	-32
19	-3	-1.8	-0.3	1.1	-6
20	-7	-1.2	-0.5	0.3	-11
21	1	-1.6	0.0	-0.2	5
22	7	-1.5	-2.1	0.3	22*
23	4	-4.0	-0.2	0.9	10
24	-2	2.6	-3.4	-1.2	-4
25	-13	-6.0	-1.4	-6.7	-52
26	-2	-0.1	-0.6	1.3	3
27	-3	0.5	-1.5	-1.1	-6
28	-6	0.3	-0.2	0.8	-16
29	-316	-1.5	-1.4	0.4	i
30	1	-0.9	1.8	4.1	-8

# The results go on.
no.	SMILES	ssDAF-12 act	SMARCA2 act	FXN GAA850 act	DAX1 inh-1	hgDAF-12 ag	GC-A act
31	O=C(Cn1ncc2c3ccccc3n(Cc3ccccc3F)c2c1=O)N1CCC2(CC1)OCCO2	-1.3	-2	-0.7	0.2	-0.6	29
32	O=P1(NC2CCCC2)COc2ccccc2OC1	-1.0	-2	0.8	-0.1	1.0	0
33	O=C(CCC(=O)N1C[C@H]2C[C@@H](C1)c1cccc(=O)n1C2)NCc1ccc(F)cc1	-1.1	-2	2.7	1.1	2.7	2
34	CN1CCC(OC(=O)C2c3ccccc3Oc3ccccc32)CC1	-1.1	-5	-1.4	-0.7	-0.4	-5
35	O=C(OC1CC2CCC(N2)C1C(=O)O)c1ccccc1 (configuration not stated)	-1.3	0	-0.3	-0.4	2.1	11
36	O=C(c1ccc(CS(=O)(=O)c2ccccc2)o1)N1CCC2(CC1)OCCO2	-0.9	0	-1.1	0.5	0.0	7
37	COc1ccc(F)cc1C(=O)C1CCCN(Cc2cnc(C)s2)C1 (configuration not stated)	-0.9	3	-2.3	-0.7	-4.7	-4
38	COc1cccc(C2CC3C(=O)C=CC2N3Cc2ccccc2)c1 (configuration not stated)	0.3	2	0.2	0.5	0.9	6
39	CN1C2CCC1CC(OC(=O)c1ccc([N+](=O)[O-])cc1)C2 (configuration not stated)	-1.5	-2	1.8	0.2	-1.5	1
40	CCCCn1c(=O)c(C(=O)NCc2ccncc2)c(O)c2ccccc21	-1.2	-3	-0.7	0.4	-0.5	-1
41	O=c1[nH]c(=O)n(C2CCCCCC2)c(O)c1C=NCC1CCCO1 (configuration not stated)	-1.7	2	-1.1	-0.1	2.0	0
42	O=C1NC(=O)C(=Cc2cc([N+](=O)[O-])ccc2N2CCCCC2)C(=O)N1	-1.0	-4	2.8	0.1	-2.2	-3
43	C[C@]12C[C@H](O)[C@@H](O)CC1=CCC1C2CC[C@@]2(C)C1CC[C@@H]2O (some centres not stated)	-0.7	1	-0.8	-0.6	-1.4	-3
44	CC1(C)C2([N+](=O)[O-])CN3CC1([N+](=O)[O-])CN(C2)C3c1ccccn1 (configuration not stated)	-1.0	-1	1.3	0.3	-1.3	2
45	Cc1[nH]c2ccccc2c1C(=O)C(=O)N1CCC2(CC1)OCCO2	-1.5	-4	1.6	-1.2	-1.0	-9
46	CCc1ccc(N2C(=O)NC(=O)/C(=C\c3cc(C)n(-c4cc(C(=O)O)cc(C(=O)O)c4)c3C)C2=O)cc1	-0.8	3	1.8	-0.5	-1.5	2
47	Cc1cccc(N2CCN(CCc3ccccc3)CC2)c1C	-1.7	-2	-1.6	0.1	-0.1	3
48	COC(=O)C1=C(c2ccc(C(C)=O)cc2)C[C@@H]2CC[C@H]1N2C(=O)NC1CCCCC1	-1.0	1	1.6	0.4	1.5	0

no.	ADAM17 inh	hcDAF12 agonist	PG9 Ab binder	DAX1 inh-2	ADAM10 inh
31	-5	-0.5	-0.2	-0.3	-11
32	-4	-0.1	0.5	2.9	1
33	-2	-1.4	-2.6	0.9	-4
34	6	0.1	0.6	-0.1	-11
35	-3	1.5	-0.6	0.0	-13
36	-2	-0.8	0.8	-1.0	-1
37	-2	2.4	-2.3	-0.8	-10
38	-4	-2.8	-0.5	-0.3	-30
39	-3	-2.0	0.6	-0.2	-5
40	-3	-0.7	-0.2	3.1	-1
41	-3	-1.3	-1.2	0.5	8
42	-4	-0.8	0.8	-0.4	-6
43	-1	1.4	0.4	1.3	2
44	-3	-1.0	0.0	0.9	-2
45	-5	-0.4	0.4	-0.2	-4
46	-10	-2.6	-1.7	-1.6	-13
47	-1	-2.4	0.5	-0.1	2
48	-1	-2.5	-1.1	1.2	-2

# From PubChem BioAssay

# These rows are one share of the data; rates above refer to the full screens.
